Screening results from PubChem BioAssay.
CBFb-RUNX1 inh – inhibitors of human CBF-beta and RUNX1 interaction; Q01196+Q13951; AlphaScreen CBFb-His/RUNX1-biotin binding, biochemical; Potency, µM (doses to about 59.8 µM), inactives show at the highest dose activity, negative = inhibition, actives largely listed as inhibitors; 230,000 tested, under 10 active; also: % of control where 0% means no effect
Target sequence (Q01196 whole entry, looked up): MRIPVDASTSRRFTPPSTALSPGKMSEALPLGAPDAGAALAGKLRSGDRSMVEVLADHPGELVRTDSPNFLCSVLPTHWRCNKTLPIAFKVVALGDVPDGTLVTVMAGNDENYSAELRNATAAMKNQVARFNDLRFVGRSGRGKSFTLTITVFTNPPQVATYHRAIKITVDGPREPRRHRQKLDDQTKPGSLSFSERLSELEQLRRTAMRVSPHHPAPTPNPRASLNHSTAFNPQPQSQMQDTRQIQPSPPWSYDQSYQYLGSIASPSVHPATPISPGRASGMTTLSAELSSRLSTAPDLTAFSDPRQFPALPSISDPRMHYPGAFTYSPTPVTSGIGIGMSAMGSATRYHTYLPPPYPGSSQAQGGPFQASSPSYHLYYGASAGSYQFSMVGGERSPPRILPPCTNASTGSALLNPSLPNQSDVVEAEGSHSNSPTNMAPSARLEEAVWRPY
Target sequence (Q13951 whole entry, looked up): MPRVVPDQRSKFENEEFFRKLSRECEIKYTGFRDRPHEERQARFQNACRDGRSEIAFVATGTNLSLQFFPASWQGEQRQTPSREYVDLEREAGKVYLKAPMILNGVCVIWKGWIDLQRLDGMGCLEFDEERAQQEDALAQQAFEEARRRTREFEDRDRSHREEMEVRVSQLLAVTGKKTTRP
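Read-out: AlphaScreen. Format: His-CBF-beta with biotinylated RUNX1 (30 nM each) preincubated 20 min, compound 15 min, Ni-chelate plus streptavidin beads 90 min; room temperature throughout.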
HTT ATP protect – protects HTT-Q103 PC12 cells, measured by ATP; AID 1471; hit rate 0.14% among 230,000; PC12 HTT-Q103 induced, cytoprotection, ATP luminescence, 40 h; Potency, µM (titrated, usually from 56.4 µM), for the others: cytoprotection (ATP increase), usual class: activators;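 also: potency is read from the fitted curve at half-maximal effect; % of control where 0% means no effect; nearly all actives have a fitted effect of over 45% in size; toxic huntingtin expression switched on by the ecdysone agonist tebufenozide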
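Huntington model: PC12 line, ecdysone-inducible HTTQ103 exon1–GFP, tebufenozide 100 nM. Test articles in a dose series. Endpoint luminescence from cellular ATP.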
SMN2 splice enh – enhancers of SMN2 splice variant expression; hit rate 2.8% among 210,000; HEK293 SMN2-luciferase splicing reporter, luminescence, 30-36 h; AID 1458; Potency, µM (doses to about 46.1 µM), inactives show at the highest dose activity change, positive = activation, hits mostly activators; also: potency is read from the fitted curve at half-maximal effect; % of control where 0% means no effect; nearly all actives have a fitted effect of over 55% in size
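HEK293 cells carry an SMN2 minigene-luciferase reporter in which exon 7 inclusion puts luciferase in frame. Cells were seeded at 2000 cells/well, attached for 10-12 hours, then exposed to compounds for 30-36 hours at 37C before ONE-Glo luminescence.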
IMPase Li inh – membrane-permeable IMPase blocker, potentiated with lithium; CHO-M1 cells, IP1 TR-FRET (IP-One), carbachol + lithium; Potency, µM (series often up to 59.4 µM), without a hit: at the highest dose activity, negative = IMPase inhibition, hits mostly inhibitors; hit rate 0.35% among 210,000;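 also: IP1 builds up when IMPase is blocked and the TR-FRET signal falls; potency is read from the fitted curve at half-maximal effect; plate controls were basal vehicle for no effect and high inhibitor control for full effect; nearly all actives have a fitted effect of over 50% in size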
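CHO cells stably expressing M1 receptor (2000/well, cultured 16–30 h) treated 30 min at 37C with compound plus low lithium. Cytosolic IP1 by TR-FRET (665/620 ratio and 620 channel) after 10 min lysis; AC50 by Hill fit.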
LMNA splice mod – changes lamin A minigene splicing in HeLa cells. HeLa LMNA splicing GFP/RFP minigene ratio, 48 h. Potency, µM (top dose mostly 46.1 µM), for inactives: top-dose ratio change, negative = inhibition, hits mostly inhibitors. hit rate 0.01% among 200,000. AID 1487; active = well fitted inhibition curve with a large enough effect in the signal ratio, with a control signal flat, not every such curve was filed as active; inconclusive = small, poorly fitted or top-dose-only effect, or effect the other way, or a change in a side signal; the % refers to the signal ratio; also: potency is read from the fitted curve at half-maximal effect; % is scaled to controls: 0 for no effect and ±100 for the full control effect
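S3 HeLa stable clones carrying a lamin A-EGFP splicing minigene plus DsRed2 were seeded at 600 cells/well in Opti-MEM with 2% FBS, pin-dosed and incubated 48 h at 37°C. Acumen cytometry (488 nm) gave the GFP/RFP total-intensity ratio.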
HTT aggregate – reduces HttQ103-GFP aggregates in PC12 cells; Potency, µM (doses to about 46.1 µM), for inactives: top-dose activity change, negative = inhibition, actives largely listed as inhibitors; hit rate 1.1% among 220,000; PC12 HttQ103-GFP aggregates, Acumen cytometry, 40 h; AID 1688; also: potency is read from the fitted curve at half-maximal effect; % is scaled to controls: 0 for no effect and ±100 for the full control effect; nearly all actives have a fitted effect of over 60% in size
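Steps: seed 1500 PC12 HTTQ103-GFP cells/well; add tebufenozide, 100 nM final; add compound titration; add ATPLite reagent; quantify GFP aggregates by laser scanning cytometry.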
Luc counter – Kinase-Glo luciferase inhibition (counter-screen); Kinase-Glo luciferase, ATP luminescence, 8 min; Potency, µM (titrated, usually from 38.3 µM), for the others: top-dose activity change, negative = inhibition, usual class: inhibitors; hit rate 0.28% among 200,000; also: potency is read from the fitted curve at half-maximal effect; % is scaled to controls: 0 for no effect and ±100 for the full control effect; nearly all actives have a fitted effect of over 60% in size
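Compounds were added to a substrate mix at pH 7.2 (50 mM imidazole, 10 uM ATP, within the enzyme's linear range), followed by Kinase-Glo detection reagent; luminescence was measured after 8 minutes at ambient temperature.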
Starred values were filed as active, the others as inactive; u = inconclusive; x = not tested or not shown; [ ] = remark or other dose. Unless noted, calls follow the shape of the dose curve; as a rule, active = well fitted curve in the direction sought with a large enough effect; inconclusive = small, poorly fitted or top-dose-only effect, or another doubt; inactive = no such curve, though single readings can be large; an effect the other way counts as inactive or inconclusive.

Key to letters: A = CBFb-RUNX1 inh; B = HTT ATP protect; C = SMN2 splice enh; D = IMPase Li inh; E = LMNA splice mod; F = HTT aggregate; G = Luc counter
CCCn1nnc(NC(=O)c2cccc(OCc3ccccc3)c2)n1
  A: 7%	B: -26%	C: x	D: 52%[activator][38.3 µM]	E: -3%	F: -10%	G: 1%
CNC(=O)CN(Cc1ccccc1)S(=O)(=O)c1ccccc1
  A: 6%	B: 5%	C: -3%	D: -14%[38.3 µM]	E: 3%	F: 5%	G: 0%
Cn1cccc1C(=O)N1CCC2(CCCN(C(c3ccccc3)c3ccccc3)C2)CC1
  A: x	B: 9%	C: -13%	D: 27%	E: x	F: x	G: 1%
CCOC(=O)N1CCC(NC(=O)C2CCN(c3ccc(N4CCOCC4)nn3)CC2)CC1
  A: 1%	B: 8%[0.074 µM]	C: -17%	D: -14%[38.3 µM]	E: u	F: 24%	G: -3%
O=C(Nc1nc2ccccc2s1)c1ccc2c(c1)OCO2
  A: 7%	B: -18%[10 µM]	C: 0.35µM*	D: 2%	E: u	F: 5%	G: u
COc1ccc2c(=O)c(-c3nc(C)cs3)coc2c1
  A: 3%	B: -46%[inhibitor][10 µM]	C: 4.5µM*	D: 17%[38.3 µM]	E: -1%	F: -4%	G: u
CC1=CC(C)(C)N(C(=O)c2ccccc2)c2ccccc21
  A: 2%	B: 9%	C: 0%	D: 8%[38.3 µM]	E: 10%	F: -5%	G: -3%
COc1ccc(CC(=O)OCC(=O)Nc2ccc3c(c2)OCCO3)cc1OC
  A: -4%	B: -2%[10 µM]	C: 0%	D: 3%	E: 0%	F: -12%	G: -2%
CC(C)CCNC(=O)CN(C(=O)CCC(=O)Nc1ccccn1)c1ccc2c(c1)OCO2
  A: 9%	B: 10%[10 µM]	C: -7%	D: 11%[38.3 µM]	E: 1%	F: -22%	G: 5%
CCN(CCn1cccn1)C(=O)CC1C(=O)NCCN1Cc1ccc(F)cc1 (centres undefined)
  A: -3%	B: -15%[10 µM]	C: x	D: -3%	E: x	F: 1%[9.22 µM]	G: 4%

Single entries from the results shown.
Value of `COc1ccc(CC(=O)OCC(=O)Nc2ccc3c(c2)OCCO3)cc1OC` in IMPase Li inh: 3%
Value of `O=C(Nc1nc2ccccc2s1)c1ccc2c(c1)OCO2` in HTT aggregate: 5%
Value of `CCOC(=O)N1CCC(NC(=O)C2CCN(c3ccc(N4CCOCC4)nn3)CC2)CC1` in HTT aggregate: 24%
Value of `CNC(=O)CN(Cc1ccccc1)S(=O)(=O)c1ccccc1` in SMN2 splice enh: -3%

The list continues:
Key to letters: A = CBFb-RUNX1 inh; B = HTT ATP protect; C = SMN2 splice enh; D = IMPase Li inh; E = LMNA splice mod; F = HTT aggregate; G = Luc counter
Cc1cc(=O)oc(C)c1C(=O)OC(C(=O)c1ccccc1)c1ccccc1 (centres undefined)
  A: -11%	B: 32%[10 µM]	C: 10%	D: -5%	E: u	F: 13%	G: 1%
Cc1ccc(CS(=O)(=O)Cc2ccc(C(=O)NCc3ccco3)o2)cc1
  A: 1%	B: -8%	C: -17%	D: -12%[38.3 µM]	E: 6%	F: -3%	G: -2%
CCCc1cc(=O)n2[nH]c(-c3ccc(OC)cc3)nc2n1
  A: 1%	B: -27%	C: -14%	D: 11%[38.3 µM]	E: 15%	F: -2%[9.22 µM]	G: 3%
COc1cc(/C=C2\N=C(c3ccccc3)NNC2=O)cc(OC)c1OC
  A: -3%	B: -71%[inhibitor][10 µM]	C: x	D: x	E: x	F: -14%[9.22 µM]	G: x
CCCCn1c(=NC(=O)c2ccco2)c(C(=O)OCC)cc2c(=O)n3ccccc3nc21
  A: 3%	B: -27%	C: x	D: x	E: 19%	F: -6%	G: x
COc1ccccc1N1C(=O)C2C(C(=O)c3ccccc3)=NN(c3ccc(Br)cc3)C2C1=O (centres undefined)
  A: u	B: -8%[10 µM]	C: x	D: x	E: x	F: 0%[9.22 µM]	G: x
COc1ccc(CCNC(=O)CCCN2C(=O)c3ccccc3C2=O)cc1
  A: 5%	B: 13%[10 µM]	C: 3%	D: -8%	E: x	F: 25%	G: -2%
Cc1ccc(C)c(-n2c(CNC(=O)c3ccco3)nnc2SCC(=O)Nc2nnc(C)s2)c1
  A: 6%	B: 7%	C: 11%	D: 11%[38.3 µM]	E: 8%	F: -15%	G: 0%
Cc1cccc(C)c1NC(=S)N(CCN1CCCCCC1)Cc1ccco1
  A: 6%	B: u	C: 0%	D: 13%	E: x	F: -5%	G: -2%
Cc1cc(C(C)(C)C)cc(S(=O)(=O)NCCO)c1C
  A: 5%	B: 12%[0.074 µM]	C: x	D: 18%[38.3 µM]	E: -10%	F: -7%	G: -1%

Ordered by value in CBFb-RUNX1 inh (smallest number first): five of the compounds above
molecule	CBFb-RUNX1 inh
Cc1cc(=O)oc(C)c1C(=O)OC(C(=O)c1ccccc1)c1ccccc1 (centres undefined)	-11%
COc1cc(/C=C2\N=C(c3ccccc3)NNC2=O)cc(OC)c1OC	-3%
CCCc1cc(=O)n2[nH]c(-c3ccc(OC)cc3)nc2n1	1%
Cc1cc(C(C)(C)C)cc(S(=O)(=O)NCCO)c1C	5%
Cc1cccc(C)c1NC(=S)N(CCN1CCCCCC1)Cc1ccco1	6%

Given with two lines to a compound: entries from further up.
Every second line gives: CBFb-RUNX1 inh	HTT ATP protect	SMN2 splice enh	IMPase Li inh	LMNA splice mod	HTT aggregate	Luc counter
CCOC(=O)N1CCC(NC(=O)C2CCN(c3ccc(N4CCOCC4)nn3)CC2)CC1
→ 1%	8%[0.074 µM]	-17%	-14%[38.3 µM]	u	24%	-3%
CCCc1cc(=O)n2[nH]c(-c3ccc(OC)cc3)nc2n1
→ 1%	-27%	-14%	11%[38.3 µM]	15%	-2%[9.22 µM]	3%

(listing goes on)
Key to letters: A = CBFb-RUNX1 inh; B = HTT ATP protect; C = SMN2 splice enh; D = IMPase Li inh; E = LMNA splice mod; F = HTT aggregate; G = Luc counter
CCOc1ccc(C(=O)NCc2cccnc2)cc1
  A: 0%	B: -5%[10 µM]	C: -4%	D: -9%[38.3 µM]	E: u	F: -30%[9.22 µM]	G: -1%
CC(C)Oc1ccc(CNC2CCOC(C)(C)C2)cc1 (centres undefined)
  A: -2%	B: -10%	C: u	D: 8%[38.3 µM]	E: 10%	F: -14%	G: 2%
CCOc1cc(C2C(C(=O)OC)=C(C)N=C3SC(C)C(=O)N32)ccc1OC(C)=O (centres undefined)
  A: -9%	B: -8%	C: -16%	D: -16%[38.3 µM]	E: -1%	F: 6%	G: 1%
COc1ccc(C2CC(=O)N(CC(=O)NCC3CCCO3)c3ccccc3S2)cc1 (centres undefined)
  A: 6%	B: 11%	C: -16%	D: 4%	E: x	F: -11%	G: 0%
C=CCCCCCCCCC(=O)O
  A: -10%	B: u	C: x	D: 4%	E: u	F: -18%	G: 3%[39.9 µM]
CCc1cccc(C)c1NC(=O)CSc1nc2ccccc2n1CC(=O)N(C)C
  A: 2%	B: 8%[10 µM]	C: -9%	D: -1%[38.3 µM]	E: 3%	F: 11%	G: -3%
CCCNC(=O)Nc1cc(OCC)c(N2CCOCC2)cc1OCC
  A: 5%	B: -2%	C: -4%	D: 10%[38.3 µM]	E: 3%	F: 15%	G: -1%
